RGS4-Gao reg = modulates binding of RGS4 to human Galphao; binding response (% of control), % at 10 µM; AID 1415; actives 0.33% (n = 220,000); P09471; Multiplexed bead flow cytometry; actives lie on both sides; in the data active = binding response below about 49% or above about 150%; inactive = in between;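 note: fluorescent Galphao activated with aluminum fluoride binding bead-coupled RGS4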
Bim-Bcl-XL = human Bim-Bcl-XL interaction inhibition; Q07817; Bim peptide-Bcl-XL binding, bead flow cytometry, fluorescence; inhibition, % at 10 µM; actives 0.04% (n = 190,000)
Bim-Bcl-B = disrupts Bim peptide binding to human Bcl-B; Q9HD36; bead-based flow cytometry; inhibition, % at 10 µM; actives 0.073% (n = 190,000); AID 951;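 note: 0% = tracer peptide without compound and 100% = reference inhibitor peptide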
Bcl-W Bim block = inhibitors of Bim-Bcl-W interaction, human; Q92843; bead-based flow cytometry, Bim peptide-Bcl-W binding; inhibition, % at 10 µM; actives 0.02% (n = 190,000); AID 952;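 note: 0% = bound tracer without compound and 100% = peptide blocker; higher means less fluorescent Bim peptide bound to Bcl-W beads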
ABCG2 block = inhibitors of human ABCG2 transporter, ABCB1 counter-screen; actives 0.1% (n = 190,000); inhibition, % at 6.6 µM; Q9UNQ0; IgMXP3 cells, JC-1 efflux, flow cytometry;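 active = inhibition above 80%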;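 note: 0% = DMSO and 100% = nicardipine control wells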
Target sequence (Q9UNQ0 whole entry, looked up): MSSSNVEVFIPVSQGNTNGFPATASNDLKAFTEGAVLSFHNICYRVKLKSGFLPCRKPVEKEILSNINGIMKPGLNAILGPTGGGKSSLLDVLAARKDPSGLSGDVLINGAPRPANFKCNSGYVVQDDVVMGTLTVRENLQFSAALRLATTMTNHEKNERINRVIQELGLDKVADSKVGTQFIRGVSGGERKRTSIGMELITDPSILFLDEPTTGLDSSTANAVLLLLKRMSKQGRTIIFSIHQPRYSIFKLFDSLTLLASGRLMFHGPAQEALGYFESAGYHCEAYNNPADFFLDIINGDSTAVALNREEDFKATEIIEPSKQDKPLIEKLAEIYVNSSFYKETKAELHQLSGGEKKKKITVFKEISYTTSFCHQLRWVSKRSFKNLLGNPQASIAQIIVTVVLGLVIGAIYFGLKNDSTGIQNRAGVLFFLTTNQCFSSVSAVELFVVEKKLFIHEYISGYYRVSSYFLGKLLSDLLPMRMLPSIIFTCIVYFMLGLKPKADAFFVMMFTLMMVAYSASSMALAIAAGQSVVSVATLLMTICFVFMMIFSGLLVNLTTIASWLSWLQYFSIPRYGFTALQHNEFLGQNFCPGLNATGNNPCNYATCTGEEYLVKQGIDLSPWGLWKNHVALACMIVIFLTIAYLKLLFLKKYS
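Measure – % inhibition of efflux relative to nicardipine and DMSO · Test system – ABCG2 IgMXP3 and barcoded ABCB1 CCRF-Adr cell mix · Control set – nicardipine as high control, DMSO as low control · Compound – one concentration, 6.6 µM final · Signal – flow cytometry of retained JC-1 fluorescence · Timing – 10 min exposure at 25 °C with rotation, no wash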
GSH bead fluor = GSH bead compound fluorescence profile | AID 1776 | fluorescence (KMESF) at 10 µM | actives 0.25% (n = 190,000) | GSH beads flow cytometry, compound fluorescence 488/530 nm; stronger effect = higher value; in the data active = fluorescence above about 89;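 note: glutathione beads carrying GST-tagged Bcl family fusion proteins plus one bare bead set; values are compound well signal with DMSO vehicle wells as background; inactives centre near 16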
Bcl-2 Bim block = inhibitors of Bim-Bcl-2 interaction, human. P10415. Bead-based flow cytometry, Bim peptide-Bcl-2 binding. inhibition, % at 10 µM. actives 0.06% (n = 190,000). AID 950; in the data active = inhibition above about 40%; inconclusive = no clear call, values can overlap the other calls;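 note: 0% = no compound wells with probe peptide and 100% = reference peptide inhibitor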
Target sequence (P10415 whole entry, looked up): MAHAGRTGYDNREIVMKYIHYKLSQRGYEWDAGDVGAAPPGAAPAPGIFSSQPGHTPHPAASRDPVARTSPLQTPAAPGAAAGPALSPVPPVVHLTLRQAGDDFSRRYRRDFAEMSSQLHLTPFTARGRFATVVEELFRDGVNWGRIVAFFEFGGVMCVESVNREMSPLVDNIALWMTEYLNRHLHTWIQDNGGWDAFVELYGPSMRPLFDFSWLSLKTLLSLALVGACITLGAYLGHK
RGS7-Gao = modulates binding of RGS7 to human Galphao; P09471; Multiplexed bead flow cytometry; actives lie on both sides; binding response (% of control), % at 10 µM; actives 0.35% (n = 220,000); in the data active = binding response below about 49% or above about 150%; inconclusive = no clear call, values can overlap the other calls; inactive = in between;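 note: fluorescent Galphao held in activated GDP-AlF4 state binding bead-coupled RGS7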
Bfl-1 Bim block = disrupts Bim binding to human Bfl-1; AID 1008; actives 0.12% (n = 190,000); Bead-based flow cytometry, Bim-Bfl-1 binding inhibition; inhibition, % at 10 µM; Q16548;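 note: 0% = wells without compound plus tracer and 100% = blocker peptide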
RGS8-Gao = regulators of human RGS8-Galphao interaction. actives 0.34% (n = 220,000). response (percent of control binding), % at 10 µM. multiplexed bead flow cytometry, RGS8-Galphao binding; actives lie on both sides. P09471. AID 1423; in the data active = response below about 60% or above about 140%; inactive = in between;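 note: Galphao activated as the GDP aluminium fluoride complex binding bead-coupled RGS8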
ABCB1 block = human ABCB1 inhibition, ABCG2 as counter-screen. P08183. CCRF-Adr cells, JC-1 efflux, flow cytometry. inhibition, % at 6.6 µM. actives 0.067% (n = 190,000). AID 1326; in the data active = inhibition above about 40%;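 note: 0% = vehicle and 100% = reference inhibitor; higher value means more JC-1 retained so stronger ABCB1 efflux block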
Numbers without * were called inactive; ? = inconclusive; . = no result given. Cut-off read from the data, not from the text of the source, unless noted: active = inhibition above about 40%.

Values run as follows: Bim-Bcl-XL	GSH bead fluor	RGS4-Gao reg	Bfl-1 Bim block	ABCG2 block	Bcl-W Bim block	Bcl-2 Bim block	Bim-Bcl-B	RGS8-Gao	ABCB1 block	RGS7-Gao
COC(=O)C(C)Sc1nnc2n(-c3cccc(C)c3)c(=O)c3c4c(sc3n12)CCCC4 (stereo not drawn)
    -8	15	106	-5	9	-8	-7	-11	102	2.9	103
CCOC(=O)N1CCC(N2CC34C=CC(O3)C(C(=O)O)C4C2=O)CC1 (stereo not drawn)
    0	11	104	3	0	1	12	2	100	-0.3	106
CC(C)OC(=O)c1cc(C(=O)c2cc(F)ccc2O)coc1=N
    -1	14	100	-8	3	5	-6	-3	101	0.7	97
COc1ccc(CN=Cc2c(C(F)(F)F)[nH][nH]c2=O)cc1
    -9	34	99	-10	13	-7	-8	-10	99	-1.1	99
COc1cc(-n2c(=O)c3ccccc3n(Cc3cccc(C)c3)c2=O)cc(OC)c1OC
    0	26	96	-2	13	-1	-1	0	98	1.4	92
Cc1cccc(N2C(=O)CC(SC(N)=Nc3ccccc3)C2=O)c1 (stereo not drawn)
    -1	22	99	-7	0	-1	-6	-5	103	-0.2	99
COc1cnn(-c2ccc(F)cc2)c(=O)c1Br
    -2	15	103	-7	3	0	-2	-4	105	0.0	105
FC(F)(F)c1cccc(Cc2noc(CN3CCCC(CN4CCCC4)C3)n2)c1 (stereo not drawn)
    -3	16	100	-4	1	1	-2	-2	103	0.0	99
Clc1ccc(CSc2nnc3ccccn23)c(Cl)c1
    3	10	95	1	36	1	0	2	96	-0.4	94
CCCCOc1ccc(N(CC(=O)NC(C)(C)CC)C(=O)CCC(=O)Nc2ccccn2)cc1
    -3	11	103	-5	3	-3	0	-5	101	1.8	103
O=C(Nc1ccc(S(=O)(=O)Nc2ncccn2)cc1)c1cccnc1
    -5	9	104	-2	-1	-2	1	-3	104	-0.2	106
N/C(=N\OC(=O)c1cccc(Br)c1)c1ccccc1
    -6	27	91	-12	3	-1	-9	-12	89	0.5	93
CC1CCc2sc(C(=O)N=Nc3c(O)[nH]c4ccccc34)cc2C1 (stereo not drawn)
    -5	17	102	-8	21	-1	-6	-4	102	1.3	101
CC(OC(=O)C1CC1)C(=O)Nc1ccc([N+](=O)[O-])cc1Cl (stereo not drawn)
    2	14	99	6	9	-1	1	0	99	0.8	108
COc1ccc(N2C(=O)CC(N3CCN(c4ccc(S(=O)(=O)N5CCCC5)cc4)CC3)C2=O)cc1 (stereo not drawn)
    -7	21	106	-9	2	-2	-8	-5	103	0.6	103
CCOC(=O)C1=C(C)NC2=C(C(=O)CCC2)C1c1cccs1 (stereo not drawn)
    -3	18	99	-9	1	0	-7	-5	102	0.0	102
COC(=O)CCN(c1ccccc1)S(=O)(=O)c1ccc(OC)cc1
    0	22	94	-3	3	2	-4	0	103	0.7	95
COc1ccccc1C(=O)n1nc(-c2ccccc2)nc1N
    -1	15	99	-8	1	-2	-3	-7	101	0.2	100
COc1ccccc1C(=O)NC(=S)NNC(=O)c1sc2ccccc2c1Cl
    -5	10	101	-7	-27	-4	-11	-5	99	-3.7	99
CC(C)CC(=O)NC(=S)Nc1ccc(N2CCOCC2)cc1
    -9	12	101	-13	8	-2	-5	-11	101	0.3	101
Cc1nc([N+](=O)[O-])c(Br)n1CC(=O)c1ccc(Br)cc1
    -6	37	103	-8	3	0	-8	-5	102	0.8	103
Cc1ccccc1CSCC(=O)c1c(N)n(CC(C)C)c(=O)n(C)c1=O
    -8	63	104	-11	4	3	-8	-5	102	1.0	99
CCOc1ccc(NC(=O)CSCC(=O)O)cc1
    -2	24	100	-7	0	3	-1	-3	102	-0.1	99
CC(C)Cn1cc(C(=O)N2CCC(C)CC2)c2c3ccccc3n(C)c2c1=O
    -1	25	100	-4	5	-2	-4	-1	103	2.2	100
CC1CN(CCOc2ccc(Cl)cc2Cl)CC(C)O1 (stereo not drawn)
    -6	12	102	-2	-3	-4	-8	-5	104	-9.1	101
CCOC(=O)c1cc(CC)sc1NC(=O)CCC(=O)O
    -5	6	104	-14	0	0	-5	-7	102	0.0	105
CCc1cc2c(CN3CCN(CCO)CC3)cc(=O)oc2cc1O
    -5	19	105	-9	0	1	0	-2	101	-0.1	103
CCCCCCn1c(N2CCC(C(N)=O)CC2)nc2c1c(=O)n(C)c(=O)n2C
    2	13	69	3	3	2	5	2	93	0.2	79
COc1ccc(C2C(C(=O)NCCCN3CCOCC3)c3ccccc3C(=O)N2c2ccc(OC)cc2)cc1 (stereo not drawn)
    0	14	100	1	0	1	0	-4	102	-0.4	?
CCOC(=O)c1ccccc1NC(=O)c1ccc(F)cc1
    -10	47	100	-6	5	5	-5	-5	105	0.5	102
COCCn1c(SCC(=O)Nc2cc(C(C)(C)C)nn2-c2ccccc2)nc2ccccc2c1=O
    -2	5	102	1	9	-1	4	-4	100	2.0	101
COc1ccc(CCNC(=O)CCCn2c(SCC(N)=O)nc3cc4c(cc3c2=O)OCO4)cc1OC
    -2	59	106	0	-1	-2	-3	-1	104	-0.7	101
Cc1cc(C)nc(N/N=C/c2sccc2C)n1
    2	10	93	0	9	0	-3	0	98	0.2	90
CC(C)(Cc1ccc(O)cc1)NC(=O)CC(=O)N=Nc1c(O)[nH]c2ccc(Br)cc12
    0	10	101	-4	0	-1	-2	-2	100	0.3	?
CCOC(=O)N1CCN(C(=O)COc2ccc(Br)cc2Cl)CC1
    0	23	101	3	13	0	4	2	103	1.4	101
COc1ccc(/C=N/NC(=O)CN(CCc2ccccc2)S(=O)(=O)c2ccc(NC(C)=O)cc2)cc1OC
    -9	13	105	-17	2	-4	-9	-6	101	0.0	101
Cc1cc(C(=O)NCC2COc3ccccc3O2)c2ccccc2n1 (stereo not drawn)
    -3	18	103	-5	1	-2	-6	-4	102	0.2	100
CCCNS(=O)(=O)c1ccc(CCC(=O)N2CCOCC2)cc1
    -1	.	104	0	1	-1	0	0	102	0.3	96
Cc1ccc(SCC(=O)c2cc(C)c(OC(=S)N(C)C)c(C)c2)cc1
    0	25	100	-1	5	-2	-2	0	102	1.2	98
COc1cc2[nH]c(=O)n(CCC(=O)NC3CCN(Cc4ccccc4)CC3)c(=O)c2cc1OC
    0	26	101	0	1	0	-2	0	101	0.4	100
CCOCCCNC(=S)N(Cc1ccco1)Cc1cc2cc3c(cc2[nH]c1=O)OCCO3
    -1	14	109	1	7	-2	-4	-6	132	1.2	110
S=C(NCCCN1CCOCC1)Nc1ccc(Cl)cc1
    -9	3	97	0	3	-6	-4	-11	95	0.2	93
COc1ccc(CN=C(C)c2c(C(F)(F)F)[nH]n(-c3nc4ccccc4s3)c2=O)cc1
    -4	4	99	-10	1	0	-2	-4	98	0.4	104
CCOC(=O)c1ccc(CNC(=O)CSc2nnnn2-c2ccc(Cl)cc2)o1
    0	14	101	-1	3	0	0	-2	101	0.4	100
CCCCc1ccc(NC(=O)CC(C)(C)C)cc1
    -6	10	94	1	8	-4	0	-8	91	0.8	97
COCCCNC(=O)CCN1C(=O)COc2ccccc21
    -2	14	79	-2	2	-3	-1	-6	84	1.0	74
CCCCn1nnnc1SCC(=O)N(CC)CC
    -1	16	103	-10	6	0	-6	-4	102	2.7	101
Cc1ccc2nsnc2c1NC(=O)c1ccc([N+](=O)[O-])cc1
    -2	14	103	-5	23	-6	-4	-5	100	2.1	?
CCOc1cc(N2CCOCC2)c(OCC)cc1NC(=O)COc1ncnc2ccccc12
    -10	38	97	-15	24	0	-8	-11	96	0.7	99
Cc1ccc(C)c(NC(=O)CSc2c(C)n[nH]c2C)c1
    -3	8	100	2	1	0	-3	-3	100	-0.1	98
CCOc1ccc(NC(=O)CN(C)CC(=O)Nc2ccccc2SC)cc1OCC
    -9	12	97	-1	10	-8	-3	-4	98	0.7	105
C/C=C/c1ccccc1OCc1ccc(C(=O)OC)o1
    -2	22	105	0	2	-1	-7	-2	104	0.5	104
CNC(=O)CSCc1c(Cl)cccc1Cl
    0	17	102	-2	3	0	0	0	104	0.7	96
COCc1nnc(NC(=O)CCc2ccccc2)s1
    -4	38	102	-12	6	0	-5	-8	104	1.0	101
COc1cc(C2c3c(n[nH]c3C)C(=O)N2c2ccc(C)cc2)ccc1O (stereo not drawn)
    -5	27	102	-2	6	-6	-3	-6	104	0.6	99
CC(=O)c1ccc(NC(=O)C(C)OC(=O)COc2ccc(C#N)cc2)cc1 (stereo not drawn)
    -8	18	98	-19	21	-5	-11	-11	104	1.3	103
COc1cc(C2c3sc(=O)[nH]c3SC3C4CCC(C4)C23)ccc1O (stereo not drawn)
    -13	31	99	-3	-3	3	-3	11	102	-1.1	98
C=CCn1c(COC)nnc1SCC(=O)c1ccc(F)cc1
    -2	31	100	-10	1	1	-9	-11	102	0.4	103
O=C(COC(=O)c1ccc(S(=O)(=O)N2CCc3ccccc3C2)cc1)NC1CCS(=O)(=O)C1 (stereo not drawn)
    1	14	101	2	-1	0	-1	0	104	-0.1	99
O=C(CC(NC(=O)c1ccccc1Cl)c1ccccc1)Nc1ccc2c(c1)OCO2 (stereo not drawn)
    -9	23	93	-17	25	0	-5	-7	97	1.1	95

Following part.
Values run as follows: Bim-Bcl-XL	GSH bead fluor	RGS4-Gao reg	Bfl-1 Bim block	ABCG2 block	Bcl-W Bim block	Bcl-2 Bim block	Bim-Bcl-B	RGS8-Gao	ABCB1 block	RGS7-Gao
O=C(NCC1CCCO1)C1CCCN1C(=O)NC1CCCCC1 (stereo not drawn)
    -2	20	90	-17	10	0	-7	-6	101	0.7	100
CCCCNc1nc(=S)[nH]c2cc(OC)c(OC)cc12
    30	16	102	2	52	26	3	11	101	-1.5	98
Oc1[nH]c2ccccc2c1C=Nc1ccc2c(c1)OCCO2
    -4	24	97	-16	29	0	-11	-11	99	1.2	100
O=C(NCC1CCCO1)c1nn2cccnc2c1Cl (stereo not drawn)
    -4	18	98	-2	6	-1	-1	-2	100	0.9	100
O=C(/C=C/c1cccc2ccccc12)c1ccncc1
    -1	13	101	8	2	0	-7	-8	101	0.8	99
Nc1nc(SCc2ccccc2Cl)[nH]c(=O)c1-c1ccccc1
    0	13	103	0	3	0	5	-4	103	0.6	103
CCOCCCNC(=O)CCCn1nc(C)n2c(cc3sccc32)c1=O
    -2	27	99	-9	5	2	-8	-6	103	0.6	97

Pulled by compound from the entries so far, three records:
Values run as follows: Bim-Bcl-XL	GSH bead fluor	RGS4-Gao reg	Bfl-1 Bim block	ABCG2 block	Bcl-W Bim block	Bcl-2 Bim block	Bim-Bcl-B	RGS8-Gao	ABCB1 block	RGS7-Gao
O=C(NCC1CCCO1)C1CCCN1C(=O)NC1CCCCC1 (stereo not drawn)
    -2	20	90	-17	10	0	-7	-6	101	0.7	100
CCCCNc1nc(=S)[nH]c2cc(OC)c(OC)cc12
    30	16	102	2	52	26	3	11	101	-1.5	98
O=C(NCC1CCCO1)c1nn2cccnc2c1Cl (stereo not drawn)
    -4	18	98	-2	6	-1	-1	-2	100	0.9	100
